Compound activity (PubChem BioAssay)
TWEAK-Fn14 inh: inhibitors of TWEAK-Fn14 signaling, primary screen, luciferase reporter cells, uHTS; inhibition, % at 10 µM; actives 2% (n = 360,000); TWEAK-stimulated Fn14 reporter cells, luciferase luminescence, 8 h; in the data active means inhibition above about 50%
SRC2 inh: inhibition of GAL4-SRC2 driven luciferase reporter, primary screen, SRC2 inhibitor project, cell-based, luminescence. Nuclear receptor coactivator 2 (Homo sapiens), Q15596. HEK293 GAL4-SRC2 luciferase reporter. inhibition, % at 9 µM. actives 0.17% (n = 370,000);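 active means inhibition above the mean inhibition of all tested compounds plus 3 SD, set per campaign, cut at about 52% in these data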;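 further: 0% = DMSO treated cells and 100% = cells given Gossypol at 36 µM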
NOD2 RIPK2 PPI: NOD2-RIPK2 binding disruptors in cells, primary screen, fluorescence, CHO cells, BLA complementation | Receptor-interacting serine/threonine-protein kinase 2 (Homo sapiens), O43353 | CCF4 ratio | inhibition, % at 4.98 µM | actives 0.38% (n = 360,000) | AID 624267, 2012; in the data active means inhibition above about 21%;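 further: 0% = vehicle only and 100% = reference blocker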
SRC1 inh: SRC1 coactivator transcriptional activity inhibitors, primary screen, cell-based, luminescence | Nuclear receptor coactivator 1 (Homo sapiens), Q15788 | HEK293 GAL4-SRC1 luciferase reporter | inhibition, % at 3.6 µM | actives 0.12% (n = 360,000) | AID 588354, 2011;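 active means inhibition above the campaign mean plus 3 SD, with each screening campaign given its own cutoff, cut at about 60% in these data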;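 further: 0% = DMSO treated cells and 100% = gossypol at 36 µM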
Target sequence (Q15788 whole entry, looked up, the tested form may be a part): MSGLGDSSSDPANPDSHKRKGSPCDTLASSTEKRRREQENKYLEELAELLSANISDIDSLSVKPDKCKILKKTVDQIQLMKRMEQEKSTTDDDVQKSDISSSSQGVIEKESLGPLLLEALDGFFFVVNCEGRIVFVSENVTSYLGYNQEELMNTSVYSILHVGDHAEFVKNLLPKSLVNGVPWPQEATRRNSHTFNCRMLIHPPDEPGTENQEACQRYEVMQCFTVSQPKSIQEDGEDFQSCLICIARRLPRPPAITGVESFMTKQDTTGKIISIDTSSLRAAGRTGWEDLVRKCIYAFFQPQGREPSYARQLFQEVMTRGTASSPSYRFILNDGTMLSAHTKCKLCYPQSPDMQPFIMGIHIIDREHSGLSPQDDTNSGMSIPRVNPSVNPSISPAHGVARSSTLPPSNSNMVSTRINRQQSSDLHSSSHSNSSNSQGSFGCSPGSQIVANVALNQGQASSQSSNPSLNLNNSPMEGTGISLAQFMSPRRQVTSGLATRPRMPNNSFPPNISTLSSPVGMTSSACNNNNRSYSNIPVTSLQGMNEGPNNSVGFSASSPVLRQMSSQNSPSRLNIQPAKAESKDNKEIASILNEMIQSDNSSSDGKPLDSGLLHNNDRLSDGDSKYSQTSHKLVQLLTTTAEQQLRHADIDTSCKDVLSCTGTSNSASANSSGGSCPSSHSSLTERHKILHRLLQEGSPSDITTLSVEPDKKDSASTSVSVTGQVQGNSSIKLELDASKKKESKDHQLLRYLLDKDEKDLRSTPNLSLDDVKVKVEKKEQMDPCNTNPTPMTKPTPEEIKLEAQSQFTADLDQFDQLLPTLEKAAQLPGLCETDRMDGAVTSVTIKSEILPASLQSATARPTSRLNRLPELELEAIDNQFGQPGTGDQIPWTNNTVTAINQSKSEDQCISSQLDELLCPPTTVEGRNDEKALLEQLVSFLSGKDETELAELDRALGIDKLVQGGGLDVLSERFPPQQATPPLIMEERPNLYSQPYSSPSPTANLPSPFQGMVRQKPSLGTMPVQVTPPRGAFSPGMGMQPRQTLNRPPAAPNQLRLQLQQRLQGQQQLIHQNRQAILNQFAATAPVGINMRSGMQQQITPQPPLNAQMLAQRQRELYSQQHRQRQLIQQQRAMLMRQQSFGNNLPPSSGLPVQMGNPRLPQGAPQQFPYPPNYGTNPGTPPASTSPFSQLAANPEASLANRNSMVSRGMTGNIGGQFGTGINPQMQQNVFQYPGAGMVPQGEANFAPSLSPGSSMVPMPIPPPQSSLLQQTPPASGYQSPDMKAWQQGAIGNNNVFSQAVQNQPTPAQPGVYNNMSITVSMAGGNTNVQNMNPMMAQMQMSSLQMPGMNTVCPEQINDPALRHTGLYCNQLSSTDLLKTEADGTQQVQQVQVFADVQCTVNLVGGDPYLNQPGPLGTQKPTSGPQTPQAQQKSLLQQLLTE
SRC3 inh: SRC3 coactivator transcriptional activity inhibitors, primary screen, cell-based, luminescence. Nuclear receptor coactivator 3 (Homo sapiens), Q9Y6Q9. HEK293 GAL4-SRC3 luciferase reporter. inhibition, % at 3.6 µM. actives 0.17% (n = 360,000);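 active means inhibition above a per-campaign cutoff, the mean of all compounds plus 3 SD, cut at about 60% in these data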;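 further: 0% = DMSO-treated cells and 100% = gossypol-treated cells at 36 µM; higher means less SRC3-driven luciferase light from the GAL4 reporter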
TLR9-MyD88 block: inhibitors of TLR9-MyD88 association in cells, primary screen, cell-based, CHO, BLA complementation, fluorescence. Toll-like receptor 9 (Homo sapiens) + Myeloid differentiation primary response protein …. CCF4 FRET ratio. inhibition, % at 4.98 µM. actives 0.21% (n = 340,000);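 active means inhibition above the mean over all tested compounds plus 3 SD, cut at about 21% in these data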;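 further: 0% = DMSO only wells and 100% = clavulanate BLA inhibitor control wells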
Exocytosis inh: LAMP-1 surface exposure blockers, TALL-104 cells – cell-based, flow cytometry, MLPCN library, primary screen. inhibition, % at 10 µM. TALL-104 LAMP-1 surface exposure; cells stimulated with thapsigargin and PMA. actives 0.66% (n = 360,000);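 active means inhibition above about 55%, limit read from the data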
LRH-1 inv ag: LRH-1 (NR5A2) inverse agonists, primary screen, cell-based, luminescence, HEK293T, StAR-luciferase reporter; Nuclear receptor subfamily 5 group A member 2 (Homo sapiens), O00482; LRH-1 transfected, 24 h; inhibition, % at 3.6 µM; actives 0.13% (n = 360,000); AID 602396, 2012;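 active means inhibition above the mean inhibition of all tested compounds plus 3 SD, cut at about 73% in these data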;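 further: 0% = DMSO wells and 100% = reporter-only cells lacking LRH-1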
NR2F2 inh: NR2F2 transcriptional activity inhibitors, primary screen, cell-based, luciferase reporter, HEK293T, luminescence; HEK293T NGFI-A luciferase reporter; actives 0.7% (n = 370,000); inhibition, % at 8.6 µM; COUP transcription factor 2 (Homo sapiens), P24468;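 active means inhibition above a per-plate cutoff, mean inhibition of test wells between control levels plus 3 SD, cut at about 38% in these data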;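 further: cells cotransfected with COUP-TFII expression vector driving the NGFI-A reporter; 0% = median of COUP-TF2 test wells and 100% = reporter-only cells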
TROY NFkB inh: inhibitors of TROY-driven NF-kB signaling, primary screen, Q293 LMP1-TROYcd cells, NF-kB luciferase, uHTS; AID 1347056, 2019; Q293 LMP1-TROYcd NF-kB luciferase reporter, 4 h; actives 0.98% (n = 360,000); inhibition, % at 10 µM;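 active means compounds whose plate-normalised and pattern-corrected inhibition of the luciferase reporter signal at the single screening dose is 50% or more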
ABHD5-PLIN5 inh: ABHD5-PLIN5 interaction inhibitors, primary screen, cell lysate, split luciferase complementation, luminescence; Perilipin-5 (Homo sapiens) + 1-acylglycerol-3-phosphate O-acyltransferase ABHD5 (Homo …; Split G. princeps luciferase complementation, 4 h; inhibition, % at 4 µM; actives 0.78% (n = 360,000); AID 602281, 2012;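 active means inhibition above the mean inhibition across every tested compound plus 3 SD, cut at about 22% in these data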;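 further: 0% = DMSO only wells and the 100% control is not disclosed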
* hit, by the source's call; x = not tested or not shown.

SMILES	TWEAK-Fn14 inh	SRC2 inh	NOD2 RIPK2 PPI	SRC1 inh	SRC3 inh	TLR9-MyD88 block	Exocytosis inh	LRH-1 inv ag	NR2F2 inh	TROY NFkB inh	ABHD5-PLIN5 inh
COc1cc(NC(=O)CCc2nnc3ccc(N4CCN(C)CC4)nn23)cc(OC)c1	0	-16	-1	-20	-6	1	0	7	7	-14	3
Oc1ccc(C[C@H]2CN([C@@H](Cc3ccccc3)CN3CCCC3CN3C(=S)NC[C@@H]3Cc3ccccc3)C(=S)N2CCc2ccccc2)cc1 (stereo partly specified)	12	9	-9	x	x	x	-6	1	8	2	2
CC(C)CCNC(=O)C(=O)NC1CCCC1	-5	-54	-1	-77	-51	4	0	-59	-39	-41	-5
CCCCN(C(=O)CSCC(=O)Nc1ccc(OC)cc1)c1c(N)n(Cc2ccccc2)c(=O)[nH]c1=O	2	4	-6	-2	-7	6	6	6	-5	-1	-3
N#C/C(=C\c1cccs1)C(=O)NCc1cccnc1	3	-17	0	-6	11	-7	-7	-10	-14	-22	2
CCCCC12CN3CCN(CC(C3)/C1=N\NC(=O)c1ccccc1N)C2	-23	-55	-19	-58	-44	0	-2	-98	-48	-38	-5
Cc1ncsc1CCOC(=O)c1ccc([N+](=O)[O-])cc1	-16	-5	-7	-16	20	0	-1	4	-11	-24	-2
CCn1c(=S)sc2c(=O)[nH]c(C)nc21	-6	-1	1	-4	3	1	-2	9	-3	-18	-3
CCNC(=O)CSc1nc2cc(S(=O)(=O)Nc3ccc(OC)cc3)ccc2o1	3	6	-4	-12	0	-7	-9	16	6	14	0
CCOC(=O)c1cnc2ccc(OC)cc2c1NCCN1CCOCC1	-15	-13	-3	-16	1	7	8	21	-4	-15	-7
C=CCOc1ccccc1CNCCc1ccc(S(N)(=O)=O)cc1	3	9	-4	16	20	-1	-1	10	8	12	-1
Cc1nc2ccc3nc(NC(=O)c4ccc(S(=O)(=O)N5CCOCC5)cc4)sc3c2s1	-11	24	11	-10	-6	2	-4	-15	5	5	1
CCC(=O)Oc1c(S(=O)(=O)c2ccc(C)cc2)c(C)nn1C(C)(C)C	-2	5	-4	-18	0	6	1	5	-1	18	-6
Cc1ccc(OCC(=O)Nc2sc3c(c2C#N)CCC3)cc1	-24	-19	3	-46	-50	-4	0	-8	1	-48	6
CNC(=O)C1Cc2c(-c3ccccc3Oc3ccccc3)ccnc2O1 (stereo unspecified)	6	-5	0	10	22	x	-4	18	8	-8	3
O=C(Nc1ccccc1N1CCOCC1)c1cccc(S(=O)(=O)N2CCOCC2)c1	-14	10	-10	-25	7	1	0	5	-8	-5	5
CCOC(=O)N1CCN(C(=O)c2ccccc2CCc2ccccc2)CC1	-2	16	-11	-7	3	-1	-5	-21	5	-4	4
COC(=O)c1nc2ccccn2c1F	10	-8	-3	0	12	-7	6	-9	-14	1	0
Cc1ccc(Cn2c(C3CCCN3c3nc(-c4cc(Cl)c(N)c(Cl)c4)cs3)nc3cc(Cl)c(Cl)cc32)cc1 (stereo unspecified)	6	-15	-2	-5	8	4	-10	6	4	17	-2
O=S(=O)(NC1CCCCC1)c1ccc(Br)cc1	3	-35	-5	4	-24	12	-9	6	-9	13	-2
O=C(Nc1ccccc1)c1nc[nH]c1C(=O)N1CCc2ccccc2C1	-5	3	-13	2	-3	0	-6	-15	14	-2	1
Cc1ccc(C(=O)COC(=O)c2ccncc2)cc1[N+](=O)[O-]	16	13	-4	-2	15	6	9	-5	-17	9	0
COc1ccc(-c2ccc(=O)n(CC(=O)Nc3ccc(C(=O)NC4CC4)cc3)n2)cc1OC	-8	-20	6	-7	8	-1	2	13	-15	4	6
CCOc1ccccc1NC(=O)c1ccc(S(=O)(=O)N2CCOCC2)cc1	-33	-21	4	-13	-3	-2	-1	-17	3	-19	-1
CCNC(=O)C1(C)CCCN(Cc2ccccc2-c2ccccc2)C1 (stereo unspecified)	-5	23	-7	15	-4	x	-28	-6	10	-3	-2
CCN(CC)S(=O)(=O)c1nnc(NC(=O)c2ccco2)s1	7	-18	0	3	-4	3	-14	-8	-6	-26	0
Cc1ccc(OCCCCN2CCc3ccccc3C2)c(C)c1	3	-32	-3	1	0	11	32	14	-21	11	7
O=C(C1=C(O)C(=O)N(c2ncccn2)C1c1ccc(Cl)cc1)c1ccco1 (stereo unspecified)	7	6	1	7	21	5	-4	7	-8	-2	6
O=C(CNS(=O)(=O)c1ccc(Cl)c(C(F)(F)F)c1)NC1CCCCCC1	4	17	7	2	-2	-5	0	10	-21	15	1
O=C(Nc1cccc(-c2nc3ncccc3o2)c1)c1sc2cc(Cl)ccc2c1Cl	-25	-49	-5	-41	-48	0	0	-85	-31	-56	-4
CCN1CCN(C(C(=O)NC2CCCCC2)c2ccnc3ccccc23)CC1 (stereo unspecified)	4	16	-1	6	-7	x	6	-8	-4	0	1
COc1ccc(-n2c(C)cc(/C=C/c3nc(O)c([N+](=O)[O-])c(=O)[nH]3)c2C)cc1	-5	10	-9	-16	-7	x	-1	-19	-9	-12	2
CC(C)Cc1ccc(/C=C/C(=O)N2CCOCC2)cc1	-30	-55	9	-89	-97	-8	2	-93	-39	-58	-1
C/C(=N\NC(=O)CCCOc1ccc(Cl)cc1C)c1ccc(C)o1	-7	-14	2	-19	-4	1	-1	5	15	-1	-8
COCCn1c(SCC(=O)Nc2ccc(C(N)=O)cc2)nc2c([nH]c3ccccc32)c1=O	1	1	1	-2	-7	4	1	54	4	-23	9
O=C(NCC1CCCO1)c1ccc2c(c1)N(Cc1ccccc1)C(=O)CS2 (stereo unspecified)	-8	11	3	-5	-11	3	-1	22	-16	-21	6
C=C(C)CSc1nnc(CCCCCNC(=O)OC(C)(C)C)o1	5	-12	8	1	-5	-5	-1	-3	-8	-1	-3
C[C@@H]1O[C@H](CCc2cccc(Cl)c2)CC2=C1C(=O)OC(C)(C)O2	4	5	-1	x	x	x	3	14	1	17	1
C/C(O)=c1/cnc2nc3ccccc3n2c1=O	-13	-14	-4	3	7	1	1	-29	-12	-7	4
CN(C1CCCCC1)S(=O)(=O)c1ccccc1	4	0	-6	-19	0	2	-1	18	6	0	-10
Cc1ccc(-c2cc(-c3ccccc3)c3c(N)c(S(C)(=O)=O)sc3n2)cc1	37	16	35*	10	-8	46*	0	7	12	-14	6
COc1ccccc1NS(=O)(=O)c1ccc(Cl)c(NC(=O)c2sc3cc(Cl)ccc3c2Cl)c1	-14	9	1	2	8	-11	0	-1	-3	13	-8
COc1ccc(N2C(=O)C(CC(=O)O)S/C2=C\C(C)=O)cc1 (stereo unspecified)	12	1	-7	-3	-3	-6	-1	4	-2	13	3
O=C(O)CC/C(=C/c1cccc(NC(=O)c2ccccc2Cl)c1)c1nc2ccccc2s1	-23	-17	3	-18	-2	0	0	-11	-1	-26	4
CCOC(=O)C1(N(CC)CC)Sc2cc(C)ccc2NC1=O (stereo unspecified)	22	5	1	0	12	7	-2	7	0	-7	-10
COc1ccc(CCNC(=O)CC(Cc2ccccc2)C(=O)O)cc1OC (stereo unspecified)	12	-2	2	-6	-14	8	-17	2	-11	-13	6
Cc1[nH]c(C)c(S(=O)(=O)Nc2cccc(Cl)c2C)c1C(=O)N1CCCC1	6	6	-5	-4	5	-8	7	2	4	11	9
CCOC(=O)c1c(-c2ccc(F)cc2)csc1NC(=O)c1c(-c2ccccc2)noc1C	-39	-39	-6	-68	-50	1	2	0	5	-12	-6
CCCCc1nc2ccc(F)cc2cc1C	-9	2	0	-8	-6	x	-1	-11	7	-3	-8
COc1ccc(S(=O)(=O)N2CCCCC2)cc1NC(=O)Cc1ccc(Br)cc1	-6	-9	0	-2	-11	2	16	-4	6	7	6
Cc1ccccc1-c1cccc([C@@H]2C[C@H]3CN(Cc4cccnc4)C(=O)[C@]34CCCN24)c1	-14	13	7	17	12	3	12	13	-2	-18	2
CCOC(=O)C1CCN(C(=O)C2CCN(S(=O)(=O)c3ccc4ccccc4c3)CC2)CC1	-21	-9	-6	-14	-19	-9	1	4	-6	3	-6
CCOC(=O)C1CCN(S(=O)(=O)c2cccc(-c3cn4ccccc4n3)c2)CC1	-1	-12	1	-10	-3	-10	-2	-11	12	12	1
N#CCC1(O)C(=O)N(Cc2ccccc2)c2ccccc21 (stereo unspecified)	1	-6	2	x	x	x	-4	-10	-12	-4	2
O=C(COc1cccc2ccccc12)Nc1nc2ccccc2[nH]1	17	-1	-6	0	14	0	0	-9	3	-48	0
CCOC(=O)/C=C/c1cccc(C)c1O	x	-47	-1	x	x	x	5	-86	-54	x	-2
Cc1ccc2nc(-c3ccncc3)cc(C(=O)Nc3ccc4c(c3)OCCO4)c2c1	38	-19	1	5	15	4	-1	14	7	30	10
CC1CCCC(C)N1CCCNC(=O)c1nn(C)c2c1CSc1ccccc1-2 (stereo unspecified)	5	-16	2	-10	-6	0	10	-12	-3	12	-5
COc1ccc(S(=O)(=O)N(CC(=O)NCCSc2ccccn2)c2ccccc2)cc1	17	12	1	9	-1	2	44	13	-17	-9	-3
Cc1cccc(NC(=O)[C@H](Cc2ccccc2)NC(=O)OCc2ccccc2)c1	9	10	-3	0	13	-8	5	-3	5	15	-5
Cc1cc2c(cc1C)-c1nnnn1C(N1CCCCC1)C(=O)N2 (stereo unspecified)	x	-13	3	x	x	x	2	-11	-5	x	2
COc1ccccc1NC(=O)N1CCCC1C(=O)NCc1ccccc1F (stereo unspecified)	14	-23	8	-2	8	1	0	22	13	2	5
COc1ccc(C(=O)N2CCN(Cc3ccc4c(c3)OCO4)CC2)cc1OC	5	-14	-9	-4	-6	-19	-4	-6	20	4	6

Random excerpt: 2 entries already listed
SMILES	TWEAK-Fn14 inh	SRC2 inh	NOD2 RIPK2 PPI	SRC1 inh	SRC3 inh	TLR9-MyD88 block	Exocytosis inh	LRH-1 inv ag	NR2F2 inh	TROY NFkB inh	ABHD5-PLIN5 inh
CCOC(=O)C1(N(CC)CC)Sc2cc(C)ccc2NC1=O (stereo unspecified)	22	5	1	0	12	7	-2	7	0	-7	-10
COc1ccc(C(=O)N2CCN(Cc3ccc4c(c3)OCO4)CC2)cc1OC	5	-14	-9	-4	-6	-19	-4	-6	20	4	6

These rows are one share of the data; the hit share may differ from the screen's.
